PAFAH1B2 inh = PAFAH1B2 enzyme inhibitors, primary screen, biochemical, fluorescence polarization, human; Platelet-activating factor acetylhydrolase IB subunit alpha2 (Homo sapiens), P68402; recombinant PAFAH1B2, FP-rhodamine activity probe; inhibition, % at 3.39 µM; 340,000 compounds, 1.2% hits;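 active = inhibition above the mean of all tested compounds plus 3 SD, cut at about 24% in these data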;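 also: 0% = enzyme with DMSO and 100% = wells lacking PAFAH1B2; many of its hits are not listed in these tables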
GSTO1 inh = inhibitors of recombinant GSTO1, primary screen, counter-screen for RBBP9 inhibitor project, biochemical, fluorescence polarization; inhibition, % at 5.96 µM; 300,000 compounds, 1.1% hits; activity-based probe fluorescence polarization; Glutathione S-transferase omega-1 (Homo sapiens), P78417;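 active = inhibition above the campaign mean inhibition plus 3 SD, cut at about 35% in these data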;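 also: 0% = GSTO1-1 with DMSO and 100% = wells lacking GSTO1-1 enzyme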
PAFAH2 FP inh = PAFAH2 enzyme inhibitors, primary screen, biochemical, fluorescence polarization, human; Platelet-activating factor acetylhydrolase 2, cytoplasmic (Homo sapiens), Q99487; recombinant PAFAH2, FP-rhodamine activity probe; inhibition, % at 3.39 µM; 340,000 compounds, 0.99% hits;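 active = inhibition above the mean over all tested compounds plus 3 SD, cut at about 30% in these data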;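 also: inhibitors block probe labeling of enzyme so polarization drops; 0% = enzyme with DMSO and 100% = wells lacking PAFAH2 protein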
PME-1 primary = PME-1 inhibitors via competitive probe labeling, primary screen, biochemical, fluorescence polarization, FP-Rh probe, HTS; Protein phosphatase methylesterase 1 (Homo sapiens), Q9Y570; recombinant PME-1; inhibition, % at 5.9 µM; 320,000 compounds, 0.53% hits; AID 2130, 2009;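 active = inhibition above the campaign mean of all compounds plus 3 SD, cut at about 26% in these data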;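 also: competitive labeling of PME-1 active site by serine hydrolase directed probe; 0% = PME-1 with DMSO and 100% = wells lacking PME-1 enzyme; inhibitors block probe labeling so polarization falls and inhibition rises; many of its hits are not listed in these tables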
LYPLA1 inh = LYPLA1 inhibitors, primary screen, counter-screen for PME1 inhibitor project, biochemical, fluorescence polarization, FP-Rh probe ABPP. recombinant LYPLA1. inhibition, % at 5.9 µM. 320,000 compounds, 0.16% hits;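 active = inhibition above the mean of all tested compounds plus 3 SD, set per campaign, cut at about 14% in these data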;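 also: inhibitors block serine hydrolase probe labeling of LYPLA1 so polarization falls; 0% = enzyme with DMSO and 100% = wells lacking LYPLA1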
PAD4 inh = human PAD4 inhibitors, primary screen, biochemical, fluorescence polarization, 1536-well format | 330,000 compounds, 0.41% hits | AID 485272, 2010 | inhibition, % at 6.36 µM | recombinant PAD4, RCA probe fluorescence polarization;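 active = percent inhibition above a cutoff equal to the mean of all tested compounds plus 3 SD, cut at about 15% in these data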;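 also: 0% = PAD4 with RCA probe and DMSO and 100% = probe without PAD4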
Target sequence (Q9UM07 whole entry, looked up): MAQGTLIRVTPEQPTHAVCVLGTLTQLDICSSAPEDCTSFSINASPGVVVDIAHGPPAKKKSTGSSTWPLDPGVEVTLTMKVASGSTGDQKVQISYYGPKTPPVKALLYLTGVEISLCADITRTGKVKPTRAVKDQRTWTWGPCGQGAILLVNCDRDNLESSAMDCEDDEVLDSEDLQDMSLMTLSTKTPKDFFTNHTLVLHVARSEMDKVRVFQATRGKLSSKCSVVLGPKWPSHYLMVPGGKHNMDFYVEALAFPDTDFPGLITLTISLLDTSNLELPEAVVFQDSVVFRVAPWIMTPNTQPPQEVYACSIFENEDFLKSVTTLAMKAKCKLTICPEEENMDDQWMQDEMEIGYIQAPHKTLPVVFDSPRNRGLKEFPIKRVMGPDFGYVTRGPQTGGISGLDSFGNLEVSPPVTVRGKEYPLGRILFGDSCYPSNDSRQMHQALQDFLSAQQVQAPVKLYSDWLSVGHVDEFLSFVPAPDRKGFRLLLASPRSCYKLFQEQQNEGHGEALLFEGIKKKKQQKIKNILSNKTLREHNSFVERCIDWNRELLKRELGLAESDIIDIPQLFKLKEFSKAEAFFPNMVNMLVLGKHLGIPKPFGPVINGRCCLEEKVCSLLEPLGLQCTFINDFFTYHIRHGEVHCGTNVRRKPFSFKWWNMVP
LYPLA2 inh = LYPLA2 inhibitors, primary screen, counter-screen for PME1 inhibitor project, biochemical, fluorescence polarization, FP-Rh probe ABPP; recombinant LYPLA2; 320,000 compounds, 0.38% hits; AID 2177, 2009; Acyl-protein thioesterase 2 (Homo sapiens), O95372; inhibition, % at 5.9 µM;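 active = inhibition above the screen-wide mean plus 3 SD, limit set per campaign, cut at about 26% in these data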;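 also: 0% = LYPLA2 with DMSO and 100% = wells lacking LYPLA2 enzyme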
Target sequence (O95372 whole entry, looked up): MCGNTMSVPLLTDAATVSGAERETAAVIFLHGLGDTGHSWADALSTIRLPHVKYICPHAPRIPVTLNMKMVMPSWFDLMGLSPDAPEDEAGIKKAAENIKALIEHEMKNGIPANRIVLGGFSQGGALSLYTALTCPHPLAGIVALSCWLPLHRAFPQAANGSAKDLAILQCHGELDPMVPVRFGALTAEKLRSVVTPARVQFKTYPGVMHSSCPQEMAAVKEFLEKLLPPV
PAFAH1B3 FP inh = PAFAH1B3 enzyme inhibitors, primary screen, biochemical, fluorescence polarization, human | 340,000 compounds, 0.28% hits | Platelet-activating factor acetylhydrolase IB subunit alpha1 (Homo sapiens), Q15102 | inhibition, % at 3.39 µM | recombinant PAFAH1B3, FP-rhodamine probe;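 active = inhibition above the screen-wide average of all tested compounds plus 3 SD, cut at about 25% in these data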;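 also: 0% = enzyme with DMSO only and 100% = wells lacking PAFAH1B3 protein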
pPAFAH inh = pPAFAH enzyme inhibitors, primary screen, biochemical, fluorescence polarization, human | 330,000 compounds, 1.5% hits | recombinant pPAFAH, FP-rhodamine probe fluorescence polarization | AID 463082, 2010 | inhibition, % at 3.39 µM;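 active = inhibition above the mean inhibition across the screen plus 3 SD, cut at about 25% in these data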;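 also: inhibitors block binding of the rhodamine activity-based probe so polarization drops; 0% = enzyme with DMSO and 100% = wells lacking pPAFAH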
Numbers without * were called inactive; . = no result given.

Below each SMILES: PAFAH1B2 inh	GSTO1 inh	PAFAH2 FP inh	PME-1 primary	LYPLA1 inh	PAD4 inh	LYPLA2 inh	PAFAH1B3 FP inh	pPAFAH inh
O=C(O)c1cnc(N2CCOCC2)nc1
 : 1.7	3.9	5.3	4.5	-3.4	1.9	0.7	-1.4	3.6
Cc1cc(S(=O)(=O)NCC(c2ccc3c(c2)OCO3)N2CCOCC2)ccc1F (stereo not given)
 : 0.8	3.5	5.7	-0.6	2.5	-8.1	-2.1	5.6	-4.2
COc1cccc(-c2c(C(=O)N/N=C/c3ccncc3)nnn2-c2nonc2N)c1
 : 1.9	-0.2	-2.4	4.3	2.6	0.2	-1.8	3.6	4.1
O=c1c(C=NCc2cccnc2)c(C(F)(F)F)[nH]n1-c1nc2ccccc2s1
 : 7.3	-52.4	2.8	-4.9	-2.9	-1.2	-2.9	2.0	-3.5
CC12CCC(C(=O)Nc3cccc(NC(=O)C45CCC(C)(C(=O)O4)C5(C)C)n3)(OC1=O)C2(C)C
 : -5.1	3.6	-2.7	-0.3	0.3	3.9	-0.7	4.4	-0.9
COCCNC(=S)N=Nc1c(O)[nH]c2ccc([N+](=O)[O-])cc12
 : -0.8	10.3	3.9	-2.9	-0.3	1.2	-1.6	1.3	0.4
COc1ccc(Cl)cc1NC(=O)COC(=O)c1ccc(Br)o1
 : 1.8	.	6.5	.	.	-9.8	.	8.5	4.8
COc1ccc(NS(=O)(=O)c2cccc(C(=O)NNC(=O)CN3C(=O)NC(C)(C)C3=O)c2)cc1
 : 3.9	5.8	3.9	-3.7	-2.1	1.1	-0.3	4.8	7.7
S=C(NC1CC1)N1CCN(c2ccc(Cl)cc2)CC1
 : 0.8	1.3	-3.4	1.5	-0.2	-6.1	0.9	5.7	1.7
O=C(NCCc1ccccn1)c1nc(Cn2ccc([N+](=O)[O-])n2)no1
 : -2.4	-2.0	-2.1	0.4	0.2	0.2	-0.7	4.2	-0.4
COc1ccc(-c2nn(-c3ccccc3)cc2C(=O)Nc2nccs2)cc1
 : -11.1	-29.4	-35.2	-49.6	-34.8	-3.3	-55.7	-11.2	-17.8
CC(=O)OCc1nc2ccccc2s1
 : -3.1	2.5	-4.7	3.7	-0.6	7.9	-2.1	1.1	-0.8
CCOC(=O)c1nc2nc(-c3cccs3)cc(C(F)(F)F)n2n1
 : 13.4	0.0	3.8	3.9	0.0	0.7	5.9	5.5	0.4
COc1cc(CN2CCN(Cc3cccc(OC)c3OC)CC2)cc(OC)c1
 : 4.4	-1.4	3.6	-4.8	-1.4	-0.8	1.6	9.2	-2.2
O=C(NC1CCCC1)C(c1ccccn1)N(C(=O)c1csnn1)c1ccccc1Br (stereo not given)
 : 0.0	3.1	4.1	3.3	0.1	-1.3	0.3	-0.2	3.2
CN(CC(=O)Nc1ccc(N2CCOCC2)cc1)C(=O)c1ccc(O)c(Cl)c1
 : 1.5	2.8	0.7	1.9	-1.1	1.3	4.4	4.2	-1.9
CC(C)(C)C(=O)OCCNc1nc(-c2ccccc2)nc2ccccc12
 : -2.9	-9.4	-13.2	-4.5	-3.7	5.2	-10.1	3.2	4.0
C=CCn1c(SCC(=O)Nc2ccc(C(=O)O)cc2)nnc1-c1cccnc1
 : -0.1	-3.6	-7.5	3.1	-1.3	4.5	-1.7	5.7	-5.3
COCc1nc2sc(C)c(C)c2c(=O)[nH]1
 : 0.3	-3.7	3.5	-2.4	1.4	0.6	-0.7	9.5	3.0
CC1(C)CN(c2ccccc2)N(C(=O)c2ccc(C#N)cc2)C1=O
 : -3.6	24.7	-7.2	-3.1	-1.2	-1.0	2.2	4.0	1.2
CC(=O)c1cccc(N2C(=NC(=O)C3CCCCC3)SC3CS(=O)(=O)CC32)c1 (stereo not given)
 : 1.7	-10.0	4.0	-0.5	6.7	-11.0	13.1	9.1	7.2
O=C(CCCc1nc(-c2ccc(Cl)cc2)no1)N1CCOCC1
 : 0.6	-2.4	-0.4	-6.1	1.0	0.8	-0.8	0.7	3.0
Cc1nn(-c2ccccc2)c(NC(=O)c2ccccc2)c1Br
 : 0.8	0.9	-9.9	-2.7	-4.7	1.7	0.3	3.7	-2.7
O=C(CN(C(=O)CCC(=O)Nc1nccs1)c1ccccc1F)NCC1CCCO1 (stereo not given)
 : 2.5	6.8	-7.4	3.3	-2.6	-1.4	0.1	9.4	-0.3
Cc1ccc(NS(=O)(=O)c2c(C)[nH]c(C)c2C(=O)N2CCCCC2)cc1F
 : -0.2	-6.3	-0.2	-2.2	1.4	2.5	-2.2	5.0	2.8
O=C1CCC(=O)N1CCc1c[nH]c2ccccc12
 : 1.5	4.0	2.9	4.6	-2.3	-3.0	-3.1	0.2	4.5
CC(CC(=O)N(CCC1=CCCCC1)c1c(N)n(Cc2ccccc2)c(=O)[nH]c1=O)c1ccccc1 (stereo not given)
 : 4.6	3.1	2.8	-1.6	-1.7	0.5	-8.5	5.0	3.5
O=[N+]([O-])c1ccc(C2=NN(CCO)C(=Nc3ccc(OC(F)(F)F)cc3)SC2)cc1
 : 4.8	-5.4	1.0	7.8	2.0	-0.7	14.3	12.3	10.7
O=C(CS(=O)(=O)c1cn(Cc2cccc(F)c2)c2ccccc12)N1CCOCC1
 : 7.7	2.2	-1.4	5.3	0.1	3.2	6.1	9.1	-1.2
CCn1cc(/C=C(/C#N)S(=O)(=O)c2ccccc2)cn1
 : 2.8	3.9	-12.9	3.0	-3.9	-1.7	-3.0	2.4	-1.4
Cc1c2cnn(CC(=O)NCCCN3CC(C)CC(C)C3)c(=O)c2c(C)n1Cc1ccccc1Cl (stereo not given)
 : 1.3	7.8	-0.4	-4.6	-0.7	-3.5	6.4	4.0	-6.7
O=C(COC(=O)c1ccc[nH]c1=O)Nc1ccc(N2CCCCC2)cc1
 : 4.0	.	7.4	.	.	2.2	.	1.1	4.3
C=CCNC(=O)COc1ccc(Br)cc1Cl
 : 2.5	66.0*	-0.8	0.8	3.3	-1.3	1.6	11.5	5.2
COc1ccc(Cl)cc1NC(=O)CN(C)CC(=O)Nc1ccc(S(N)(=O)=O)cc1
 : 2.3	-3.6	-3.2	4.7	9.5	-4.4	3.0	6.3	4.8
CSC1=NCCN1C(=O)c1cccs1
 : 3.0	3.6	3.3	-1.2	0.2	0.3	3.2	6.9	1.1
Cc1nc([N+](=O)[O-])cn1CC(O)c1ccccc1 (stereo not given)
 : .	6.7	.	-2.5	-0.9	2.8	-6.1	.	-6.8
COc1ccc(-c2c(-c3cc(OC)cc(OC)c3)n(C)c3ccc(Br)cc23)cc1
 : -0.3	.	3.4	1.7	0.1	-1.5	-1.2	10.4	0.7
OC(CN1C2=NCCCN2c2ccccc21)c1ccc2c(c1)OCO2 (stereo not given)
 : 4.1	10.2	-1.6	1.1	8.9	0.2	12.3	6.0	2.5
COc1cc(OC)cc(C(=O)N[C@H](C(=O)OCC(=O)NC(=O)c2cccn2C)C(C)C)c1
 : -0.2	4.2	0.4	8.6	0.8	1.5	3.6	0.7	1.5
CNC(=S)N1CCN(c2ccccc2OC)CC1
 : -2.0	-5.5	-9.1	-3.1	-0.9	-0.1	-2.3	6.9	1.8
O=C1C(Br)=Cc2cccc3cccc1c23
 : 8.1	6.3	8.4	9.5	5.2	91.4*	4.0	11.6	5.5
C[C@@H]1CN([C@@H](C)CO)C(=O)c2cc(NC(=O)CCC(F)(F)F)ccc2O[C@H]1CN(C)Cc1ccc(Cl)c(Cl)c1
 : 0.2	.	0.8	.	.	0.9	.	14.2	5.3
N#CCSc1nc2c(c(=O)n1Cc1ccco1)C1(CCCC1)Cc1ccccc1-2
 : 23.6	-9.4	-9.5	-2.4	-1.1	-2.8	-3.7	-10.3	2.4
CC(N=c1ccccn1C(=O)Nc1cccc(C(F)(F)F)c1)c1ccco1 (stereo not given)
 : -4.0	-5.6	-10.5	-1.4	-0.8	-5.5	-1.2	-3.2	4.9
CCCCCCNC(=O)CCNC(=O)c1cc(OC)c(OC)c(OC)c1
 : -1.0	-3.5	7.8	-2.9	0.5	-0.4	5.2	7.2	3.1
CCOc1cc(NC(=O)c2ccccn2)c(OCC)cc1NC(=O)c1ccc(OC)cc1
 : 4.8	8.7	2.4	-1.1	-0.3	-3.7	-0.5	-1.7	-0.3
CCOC(=O)/C=C/C(=O)OCc1csc(CC(=O)Nc2ccccc2C)n1
 : -0.9	10.8	0.9	-11.0	-8.1	-3.9	-4.1	8.7	6.0
Fc1cccc(F)c1/C=N/N1CCOCC1
 : -3.7	0.0	1.1	0.8	-1.4	-1.8	4.4	8.6	1.2
CC1(C(=O)NC2CCCC2)CCC(=O)N1CCC1=CCCCC1 (stereo not given)
 : 2.0	3.3	3.4	-3.7	2.4	-5.6	-1.6	-1.5	0.4
CCCOc1cccc(-c2cc(C(=O)NN)c3ccccc3n2)c1
 : 0.7	-5.4	-3.5	-4.4	-2.3	-0.3	3.5	0.5	-2.6
CCCCNC(=O)CSc1nc2cc3c(cc2c(=O)n1Cc1ccco1)OCO3
 : 7.0	1.5	2.4	-9.7	0.9	0.9	8.5	2.7	0.5
Cc1ccc(C)c(OCCC(=O)OCC(=O)NC2CC2)c1
 : -2.3	-1.0	7.3	-6.5	1.2	-0.8	6.7	6.9	17.5
COc1cc2c(cc1OC)C(C(=O)N1CCN(c3ccccc3)CC1)C(c1cccs1)N(C)C2=O (stereo not given)
 : 3.3	8.9	-3.6	-3.0	2.2	-4.0	7.5	1.2	4.4
COCCn1cnnc1SCC(=O)Nc1cc(OC)c([N+](=O)[O-])cc1C
 : 3.6	0.9	5.9	-3.0	-0.9	-2.2	6.4	0.7	8.4
CCc1ccccc1NC(=O)c1cc(S(=O)(=O)N2CCc3ccccc32)cn1C
 : -0.5	-5.2	4.5	-2.7	-2.4	1.0	5.5	-1.8	3.0
Cc1nc(C(=O)NNC(=O)Nc2ccccc2)cs1
 : .	-2.5	.	-2.7	3.4	-1.5	-1.2	.	3.5
Cc1csc(NC(=O)c2cc3c(s2)CCCC3)n1
 : 4.2	-7.6	-1.5	-3.1	-6.7	-1.2	0.9	3.2	-0.2
COCCNC(=S)Nc1ccc(N2CCOCC2)c(S(=O)(=O)Nc2ccccc2OC)c1
 : 3.0	.	-1.4	-4.5	-1.8	1.7	-2.0	-0.9	-1.1
Cc1ccc(C)c(C2NC(=O)c3ccccc3N2)c1 (stereo not given)
 : 3.0	2.7	-0.5	-0.2	2.0	5.1	4.6	3.7	1.1
CCn1c(=O)cc(OCC(=O)N2CCCC2)c2ccccc21
 : 4.0	-1.5	-1.4	1.6	3.4	1.2	0.9	7.5	-2.2
CC(NC(=O)C1C2C=CC(C2)C1C(=O)O)c1ccccc1 (stereo not given)
 : 8.3	1.6	-9.2	1.1	0.5	1.9	0.5	2.1	2.0

An excerpt. The share of hits here may be higher or lower than overall.
